# Assay outcomes from PubChem BioAssay.
# NR2E3 ag-1: agonists of human NR2E3 nuclear receptor; Q9Y5X4; CHO-S Gal4-NCOR/VP16-NR2E3 two-hybrid, luciferase; inhibition of corepressor binding, % at 3.98 µM; 360,000 tested, 0.35% active; AID 602229;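 active = inhibition above the mean of all tested compounds plus 3 SD, cut at about 70% in these data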;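 note: 0% = DMSO with NR2E3 transfected cells and 100% = cells lacking NR2E3 construct; higher means lower luciferase signal from less NR2E3 corepressor binding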
# Target sequence (Q9Y5X4 whole entry, looked up, the tested form may be a part): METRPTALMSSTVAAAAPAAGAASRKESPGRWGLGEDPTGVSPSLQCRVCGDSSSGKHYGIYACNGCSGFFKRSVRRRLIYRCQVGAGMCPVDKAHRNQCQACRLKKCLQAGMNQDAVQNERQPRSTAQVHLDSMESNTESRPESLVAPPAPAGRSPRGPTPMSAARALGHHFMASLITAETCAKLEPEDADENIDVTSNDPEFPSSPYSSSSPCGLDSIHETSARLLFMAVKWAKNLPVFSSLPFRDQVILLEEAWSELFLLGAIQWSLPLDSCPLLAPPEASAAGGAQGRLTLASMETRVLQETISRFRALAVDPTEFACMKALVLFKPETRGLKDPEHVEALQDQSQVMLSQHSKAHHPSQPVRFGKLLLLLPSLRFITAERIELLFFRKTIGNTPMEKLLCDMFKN
# MITF TRPM1 inh: reduces MITF-dependent TRPM1 promoter luciferase signal; SK-MEL-5 TRPM1 promoter luciferase, 24 h; inhibition, % at 12.5 µM; 330,000 tested, 0.83% active; AID 488899;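 active = mean inhibition across replicates of 60% or more, whatever share of single replicates reaches that level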; note: values of inactives mirror those of a sister screen read the other way
# TROY signal inh: TROY signaling inhibition; Q293 LMP1-TROYcd NF-kB luciferase reporter, 4 h; inhibition, % at 10 µM; 360,000 tested, 0.98% active; AID 1347056;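 active = compounds whose plate-normalised and pattern-corrected inhibition of the luciferase reporter signal at the single screening dose is 50% or more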
# Peg3 prom inh: reduces Peg3 promoter-driven luciferase expression in HeLa | HeLa PEG-Prom luciferase reporter, luminescence, overnight | 360,000 tested, 1.7% active | inhibition, % at 20 µM;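 active = inhibition of at least 50% at 20 µM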
# HIF-2a block: blocks HIF-2a reporter activity; 786-0 RCC cells HIF-2a reporter, luciferase luminescence, overnight; 360,000 tested, 0.72% active; inhibition, % at 18.8 µM;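 active = inhibition of the luminescence signal of 40% or more relative to plate controls, in a single-dose primary screen at 18.75 µM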
# TWEAK Fn14 block: TWEAK-Fn14 signaling inhibition | TWEAK-stimulated Fn14 reporter cells, luciferase luminescence, 8 h | inhibition, % at 10 µM | 360,000 tested, 2% active; in the data active = inhibition above about 50%
# CF NFkB block: blocks PAF-induced NF-kB reporter in cystic fibrosis cells | 360,000 tested, 0.86% active | KKLEB NF-kB-GFP reporter, GFP fluorescence overnight | inhibition, % at 5 µM;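 active = at least 50% inhibition at 5 µM, scaled per plate between neutral and stimulator controls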;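 note: PAF is a Pseudomonas aeruginosa culture filtrate used as stimulus; plate controls were PAF-stimulated DMSO wells for no effect and unstimulated DMSO wells for full effect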
# Shn3 inh set2: reduces Shn3 3'UTR luciferase signal in osteoblasts | Clone20 osteoblast Shn3 3'UTR firefly luciferase, 24 h | inhibition, % at 12.5 µM | 360,000 tested, 0.52% active;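 active = mean inhibition of at least 75% with every replicate also reaching 75%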;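 note: 0% = median of neutral control wells and 100% = pilot-screen positive control compound; some compounds past the cut are filed as inactive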
# KKLEB tox: counter-screen for CF NF-kB inhibitors: cytotoxicity; KKLEB CF airway cells viability, ATPlite luminescence, overnight; hits give low values; cells stimulated with P. aeruginosa culture filtrate; activity change (cytotoxicity), % at 5 µM; 360,000 tested, 0.36% active; AID 602141;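 active = corrected activity change at or below -50% at 5 µM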
# NR2E3 ag-2: agonists of human nuclear receptor NR2E3; Q9Y5X4; GST-NR2E3/biotin-RetCOR TR-FRET, 1536-well; inhibition of corepressor binding, % at 4.78 µM; 320,000 tested, 0.12% active; AID 2300;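 active = percent inhibition above the cutoff of mean plus 3 SD of all tested compounds, set per screening campaign, cut at about 20% in these data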;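 note: 0% = DMSO wells and 100% = biotin wells as full block of FRET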
#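 Material – GST-tagged NR2E3 plus biotinylated RetCOR corepressor · Quantity – NR2E3 fusion 1.35 nM · Times – 5 h incubation at 4 °C · Medium – pH 7.5 Tris-based buffer · Technique – TR-FRET, Eu(K)-anti-GST donor, streptavidin-D2 acceptor, ex 340, em 617/671 nm · Benchmarks – high control biotin, low control 0.6% DMSO · Format – 1536-well plates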
# TRAIL sens C8: caspase-8 TRAIL sensitization | NB7+C8 cells + TRAIL, ATPlite viability luminescence | inhibition (viability loss, TRAIL sensitization), % at 10 µM | 360,000 tested, 1% active | AID 624354;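 active = compounds causing at least 50% loss of cell viability in the single-dose screen, relative to plate controls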
# * hit, by the source's call; · = no result given. Only part of the results is shown; rates above refer to the full screens.
# The first 8 compounds, to show the layout:
nr	structure	NR2E3 ag-1	MITF TRPM1 inh	TROY signal inh	Peg3 prom inh	HIF-2a block	TWEAK Fn14 block	CF NFkB block	Shn3 inh set2	KKLEB tox	NR2E3 ag-2	TRAIL sens C8
1	O=c1cc(N2CCCCC2)c(-c2ccccc2)nn1Cc1c(Cl)cccc1Cl	0	4	23	-39	-18	25	20	17	-28	0	-13
2	COc1cc(C(=O)OC(C)CN2CCCC2)cc(OC)c1OC (configuration not stated)	-4	0	-4	10	8	-1	-1	6	-1	1	-3
3	O=S(=O)(c1ccc(NCc2ccccc2)cc1)N1CCOCC1	17	5	-8	8	9	-2	6	19	-12	2	-22
4	O=C(O)COc1ccc(-c2nccc(-c3ccccn3)n2)cc1	-3	45	21	-40	87*	61*	-3	21	-2	0	18
5	Cc1ccc(S(=O)(=O)/N=C(/Nc2ccc3[nH]c(=O)[nH]c3c2)c2ccc(F)cc2)cc1	-9	8	11	14	-2	-4	0	-27	2	0	1
6	CCNC(=S)N1CCC(C(N)=O)CC1	-22	3	2	3	17	4	-10	2	9	1	3
7	COc1ccc(NC(=O)[C@H](C)NC(N)=O)cc1S(=O)(=O)Nc1cc(C)ccc1Br	8	-6	8	11	12	-12	-7	12	-10	3	2
8	CCOC(=O)c1ccc(N2C(=O)CC(Sc3ncccn3)C2=O)cc1 (configuration not stated)	9	0	31	8	8	1	18	-16	-2	3	7

# The whole of this part, from the first entry:
nr	structure	NR2E3 ag-1	MITF TRPM1 inh	TROY signal inh	Peg3 prom inh	HIF-2a block	TWEAK Fn14 block	CF NFkB block	Shn3 inh set2	KKLEB tox	NR2E3 ag-2	TRAIL sens C8
1	O=c1cc(N2CCCCC2)c(-c2ccccc2)nn1Cc1c(Cl)cccc1Cl	0	4	23	-39	-18	25	20	17	-28	0	-13
2	COc1cc(C(=O)OC(C)CN2CCCC2)cc(OC)c1OC (configuration not stated)	-4	0	-4	10	8	-1	-1	6	-1	1	-3
3	O=S(=O)(c1ccc(NCc2ccccc2)cc1)N1CCOCC1	17	5	-8	8	9	-2	6	19	-12	2	-22
4	O=C(O)COc1ccc(-c2nccc(-c3ccccn3)n2)cc1	-3	45	21	-40	87*	61*	-3	21	-2	0	18
5	Cc1ccc(S(=O)(=O)/N=C(/Nc2ccc3[nH]c(=O)[nH]c3c2)c2ccc(F)cc2)cc1	-9	8	11	14	-2	-4	0	-27	2	0	1
6	CCNC(=S)N1CCC(C(N)=O)CC1	-22	3	2	3	17	4	-10	2	9	1	3
7	COc1ccc(NC(=O)[C@H](C)NC(N)=O)cc1S(=O)(=O)Nc1cc(C)ccc1Br	8	-6	8	11	12	-12	-7	12	-10	3	2
8	CCOC(=O)c1ccc(N2C(=O)CC(Sc3ncccn3)C2=O)cc1 (configuration not stated)	9	0	31	8	8	1	18	-16	-2	3	7
9	CCOC(=O)CSc1nc2c(c(=O)[nH]c(=O)n2C)n1CCCc1ccccc1	1	-11	-13	5	8	-6	20	6	11	1	-12
10	FC(F)(F)Oc1ccc(-c2cn3cccnc3n2)cc1	-122	-63	-40	-262	-265	-15	0	-94	-4	-3	35
11	COc1ccc(C(=O)NCCC2=CCCCC2)cc1OC	-54	-48	-43	-144	-178	-6	5	-27	7	2	10
12	COc1ccc(-c2noc(C3CCCN(C(=O)c4cccs4)C3)n2)cc1 (configuration not stated)	-78	-13	-8	-22	-64	-12	-8	-17	4	-3	2
13	O=C(CC1Sc2ccccc2NC1=O)Nc1cccnc1 (configuration not stated)	-43	-3	11	1	7	-6	2	-12	8	6	1
14	COc1ccc(CN2CCCCC2C(=O)Nc2ccc(OC)c(OC)c2)cc1OC (configuration not stated)	-5	10	-16	-15	15	-43	-5	7	-10	-1	5
15	CCC1CCCCN1CCCNC(=O)c1ccc(CS(=O)(=O)c2ccccc2C)o1 (configuration not stated)	11	-2	-2	-12	14	-2	-13	10	1	1	11
16	O=C(c1ccccc1NS(=O)(=O)c1ccc(F)cc1)N1CCCCC1	-8	2	10	14	-2	-3	4	-3	7	1	11
17	Cc1ccc(S(=O)(=O)Nc2ccc(S(=O)(=O)Nc3nccs3)cc2)cc1C	-1	8	-4	-2	-12	-3	14	7	-9	·	5
18	O=C(CN1C(=O)NC2(CCOc3ccccc32)C1=O)NCC(F)(F)F (configuration not stated)	-1	-2	17	13	9	10	7	5	5	-1	-3
19	CCc1cccc(NC(=O)COC(=O)C2CCN(c3ccc(C(F)(F)F)cn3)CC2)c1	-19	3	-6	-2	5	7	7	7	2	-2	-12
20	CC(=O)Nc1cc[n+](C(C)C(=O)c2ccccc2)cc1 (configuration not stated)	-34	-2	-7	16	16	4	-1	-1	6	-1	-6
21	N#CCC(=O)N/N=C/c1ccc(Sc2nc3ccccc3s2)o1	-15	6	-4	-16	-14	-5	6	-13	-8	2	7
22	O=C(CN(Cc1ccco1)S(=O)(=O)c1ccccc1)N/N=C/c1ccccc1C(=O)O	-2	-8	16	19	5	-10	-6	2	-1	2	-9
23	CCC(C(=O)NC(C)CCc1ccccc1)n1nc(C)n2c(cc3occc32)c1=O (configuration not stated)	-14	18	7	36	13	100*	11	3	-8	2	0
24	O/C(=C\c1nc2ccccc2nc1/C=C(\O)c1ccccc1)c1ccccc1	-150	-15	33	-208	-163	39	23	-85	-47	1	-4
25	CCN(CC)CCNC(=O)c1[nH]c2ccc(OCc3ccccc3)cc2c1C	-1	-3	-4	10	-12	-28	10	-18	-7	1	11
26	CC(=O)n1c(-c2ccccc2)c(CO)c2ccccc21	-17	9	17	-14	5	-9	5	8	10	3	3
27	CC/C(=N\Nc1ccc([N+](=O)[O-])cc1)c1ccccc1	-27	-2	3	-43	-43	-2	-8	12	3	-2	-2
28	Cc1cc(=O)n2nc(N3CCC(C(=O)NCc4ccco4)CC3)sc2n1	-6	2	6	-1	7	16	-6	-4	2	-4	-1
29	CCOC(=O)N/N=C\c1ccc([N+](=O)[O-])s1	-24	29	-24	-148	-21	-6	-2	-11	-10	2	9
30	Cc1csc(N(C)C(=O)CSc2nnc(COc3cccc4ccccc34)o2)n1	-7	15	26	24	-1	19	-2	68	-1	0	-4
31	CC(=O)Nc1cccc(OCC(=O)NS(=O)(=O)c2ccc(C)cc2)c1	11	-6	8	6	-11	-3	-1	7	0	-2	-29
32	N#Cc1ccc(Oc2nc(Nc3ccc(F)cc3)nc(N3CCCC3)n2)cc1	2	6	0	13	7	19	-17	9	3	0	1

# Later entries:
# Screens in order: NR2E3 ag-1	MITF TRPM1 inh	TROY signal inh	Peg3 prom inh	HIF-2a block	TWEAK Fn14 block	CF NFkB block	Shn3 inh set2	KKLEB tox	NR2E3 ag-2	TRAIL sens C8
33: CCCN1C(C)C(C(=O)OCC)=CN(Cc2cccc(I)c2)S1(=O)=O (configuration not stated)
 : -12	-2	-2	16	14	13	30	-4	-13	·	11
34: C=CCn1c2ccccc2c2nnc(SCC(=O)Nc3cc(C)on3)nc21
 : -20	7	8	4	10	-5	-1	4	1	0	10
35: COc1ccc([N+](=O)[O-])cc1NC(=O)C(C)OC(=O)C1c2ccccc2Oc2ccccc21 (configuration not stated)
 : -3	16	6	10	19	17	15	20	8	-2	5
36: Cc1cccc(N2CCN(C(=O)c3ccc4nc(-c5ccco5)c(-c5ccco5)nc4c3)CC2C)c1 (configuration not stated)
 : -15	21	0	63*	15	22	6	14	15	0	-1
37: COc1ccc(S(=O)(=O)N2CCOC23CCN(C(=O)c2ccc(Cl)cc2Cl)CC3)cc1
 : -3	13	-3	8	9	-5	6	29	-28	-2	10
38: COc1ccccc1NC(=S)NCc1ccc(F)cc1
 : 22	1	0	0	14	-1	-4	11	-3	2	3
39: NC(=O)c1ccc(NC(=O)COC(=O)c2cc3c(s2)CCC3)cc1
 : 4	-8	8	-10	-3	7	8	0	-23	·	2
40: CN(Cc1ccccc1)S(=O)(=O)c1ccc(OCC(=O)N2CCC(C(N)=O)CC2)cc1
 : -14	-1	1	8	4	2	-4	5	-9	4	-8
41: Cc1c(O)c(CN2CCCC2)cc2c3c(c(=O)oc12)CCC3
 : -20	6	2	3	-6	0	-20	22	8	2	4
42: CCSc1nnc(SCC(=O)c2c(N)n(C)c(=O)n(C)c2=O)s1
 : -9	-12	-5	-21	-11	13	-46	1	16	·	15
43: COc1ccc2c(c1)c(/C=C/c1cc[n+](C)cc1)cn2C
 : -8	0	20	11	21	8	-65	-13	13	-12	10
44: CC(C)Cn1c(SCC(=O)Nc2ncccn2)nc2ccccc21
 : -7	8	-2	9	15	12	16	8	-10	1	-4
45: O=C(CCc1nc(-c2ccccc2F)no1)NC1CCCCCC1
 : 7	-1	-19	10	8	-3	17	4	-9	0	-6
46: COc1ccc(NC(=S)NCc2ccco2)c(OC)c1
 : -17	-7	-1	-25	-36	-4	-15	-7	4	-1	7
47: CCCCN1C(=O)c2ccc(C(=O)Nc3c(N)n(CCCC)c(=O)n(C)c3=O)cc2C1=O
 : 6	15	12	12	9	-8	-4	15	3	2	-3
48: N#CC1C(C#N)N2CCCN2C1c1ccc(Cl)cc1 (configuration not stated)
 : -16	16	-5	6	7	-8	-2	-3	-2	-1	-10
49: CCCn1c(SCc2cc(=O)oc3ccc4ccccc4c23)n[nH]c1=O
 : -14	19	-18	17	20	-7	-16	3	9	1	-4
50: O=C(NC1CCCc2ccccc21)c1cccc(S(=O)(=O)N2CCN(c3ccccc3)CC2)c1 (configuration not stated)
 : -5	0	10	13	18	26	-4	41	18	4	0
51: COc1ccc(-c2cn(CCO)nc2-c2ccc(OC)cc2)cc1
 : -56	8	-8	21	13	-18	-8	11	-12	-3	-10
52: CNS(=O)(=O)c1ccc(N=Cc2c(C)[nH]n(-c3ccc(C)cc3C)c2=O)cc1
 : -37	3	9	4	14	13	-22	16	10	0	5
53: C/C(=N\NC(=S)NC1CCCCC1)c1c(F)cccc1F
 : 8	6	14	-5	-27	15	8	26	-16	1	16
54: CCOc1ccc(OCCOC(=O)CNC(=O)c2ccc(Cl)cc2Cl)cc1
 : -16	-9	-4	-2	5	-8	-1	-16	-4	3	4
